High-throughput results as filed in PubChem.
RPL19A TOR yeast: RPL19A-GFP expression modulators in yeast, primary screen, cell-based, S. cerevisiae, multiplex flow cytometry, MLPCN; S. cerevisiae RPL19A-GFP strain, 3 h; stronger effect = lower value; percent response vs DMSO, % at 10 µM; actives 0.3% (n = 330,000);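 active means percent response vs DMSO below 50%; inconclusive means fewer than 70 events counted for the yeast strain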;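 further: median channel GFP fluorescence of the barcoded RPL19A-GFP strain; ratio of sample median GFP to plate DMSO average so 100% = DMSO; lower means less RPL19A-GFP as with rapamycin TOR inhibition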
procasp7 counter: procaspase-7 activators, primary screen, counter-screen for procaspase-3 activator project, biochemical, absorbance, HTS, human; recombinant procaspase-7, Ac-DEVD-pNA absorbance 405 nm; D23A/D198A/D206A triple mutant, cannot self-cleave; scale: DMSO 0, 5 µM enzyme 100; AID 463210, 2010; actives 0.093% (n = 330,000); activation, % at 8.5 µM;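 active means percent activation above the screen-wide mean plus 3 SD, cut at about 25% in these data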
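buffer or medium = Zinc-free HEPES/NaCl buffer, pH 7.4 | material = Procaspase-7 triple mutant (PC-7 D3A) | input = 2 µM procaspase-7 mutant as dispensed | signal = Epi-absorbance of released pNA at 405 nm, two timepoints | timing = 1 h preincubation, 2 h reaction | replicates = singlicate compound testing | evaluation = % activation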
procasp3 activ: activators of human procaspase-3 D3A mutant, primary screen, biochemical, absorbance, PC-3 D3A mutant, single concentration | Caspase-3 (Homo sapiens), P42574 | recombinant procaspase-3 D3A, Ac-DEVD-pNA absorbance 405 nm | activation, % at 8.5 µM | actives 0.11% (n = 330,000) | AID 463141, 2010;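 active means activation above the mean of all tested compounds plus 3 SD, cut at about 21% in these data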;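 further: 0% = DMSO alone and 100% = DMSO wells spiked with extra 5 µM PC-3 D3A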
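Evaluation: percent activation relative to control range; Material: Procaspase-3 D3A mutant, all three cleavage aspartates alanine; Compound: single dose, 8.5 µM nominal compound, 0.8% DMSO; Replication: one well per compound; Signal: absorbance at 405 nm, 0 and 120 min; Schedule: 1 h preincubation plus 2 h reaction at 25 °C.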
MEP2 TOR yeast: modulators of MEP2-GFP levels in yeast, primary screen, S. cerevisiae, multiplex flow cytometry, MLPCN library. S. cerevisiae MEP2-GFP strain, 3 h; 100% = DMSO control level. GFP response vs DMSO, % at 10 µM. actives 0.51% (n = 330,000). AID 2016, 2009;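 active means GFP response versus DMSO above a set limit, roughly screen mean plus 3 SD, cut at about 180% in these data; inconclusive means fewer than 70 cells counted for a yeast strain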;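 further: median GFP fluorescence of the barcode-gated MEP2-GFP cells per well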
AHR activator: AHR activators, primary screen, cell-based, luminescence, luciferase reporter, human; Aryl hydrocarbon receptor (Homo sapiens), P35869; AHR-responsive luciferase reporter cells; activation, % at 5 µM; actives 2.5% (n = 320,000); AID 2796, 2010; in the data active means activation above about 47%;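 further: 0% = vehicle wells and 100% = reference agonist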
EBNA-1 inhibitor: EBNA-1 DNA-binding inhibitors, primary screen, biochemical, fluorescence polarization; actives 0.34% (n = 300,000); inhibition, % at 14.8 µM; in the data active means inhibition above about 28%
ZTA counter: ZTA (EBV) inhibition in EBNA-1 counter-screen | AID 2234 | actives 0.15% (n = 320,000) | ZTA-DNA binding, fluorescence polarization | inhibition, % at 11 µM; in the data active means inhibition above about 33%
LAP4-GFP MLPCN: modulators of LAP4-GFP expression in yeast, primary screen, S. cerevisiae, multiplex flow cytometry, MLPCN library | 3 h; median GFP as percent of DMSO wells | GFP response vs DMSO, % at 10 µM | actives 0.34% (n = 320,000) | AID 2023, 2009;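 active means GFP response vs DMSO above a set limit, about the screen mean plus 3 SD, cut at about 150% in these data; inconclusive means under 70 cell events counted for the yeast strain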
Active calls of the source: *; u = inconclusive; x = not tested or not shown; [ ] = another dose, or the depositor's remark. Compounds as they come (roughly 3.8% active in at least one column).

Molecule	RPL19A TOR yeast	procasp7 counter	procasp3 activ	MEP2 TOR yeast	AHR activator	EBNA-1 inhibitor	ZTA counter	LAP4-GFP MLPCN
CCOC(=O)c1sc(NC(=O)c2ccc(S(=O)(=O)N3CCOCC3)cc2)nc1-c1ccccc1	102.9	0.7	3.5	98.0	3.7	-3.8	-4.5	94.4
O=C(CCNC(=O)c1ccc(Br)cc1)Nc1nccs1	91.5	6.2	1.3	86.4	6.1	1.3	7.5	94.2
COc1ccc(NC(=O)CCc2ccccc2)cc1NC(=O)c1ccco1	94.5	-6.0	11.5	99.4	20.7	4.2	9.8	101.8
Cc1ccc(-c2c(NCCc3ccccc3)c(=O)c2=O)cc1	102.0	-1.4	-0.8	106.2	3.0	2.2	8.5	89.4
COc1ccc(Cc2nc(C(=O)Nc3ccc(F)cc3)cs2)cc1	98.8	-8.2	-0.7	95.8	26.2	12.8	12.7	102.1
N#CC1=C(N)C2=CCCC[C@H]2[C@H](c2cccc(F)c2)C1(C#N)C#N	106.7	-8.1	-2.0	101.5	10.2	-2.9	-8.8	98.1
CCC(=O)Nc1ccc2c(c1)ncn2-c1ccc(C)cc1	94.8	2.5	0.8	94.8	11.3	-0.9	13.9	114.3
NC(=O)c1nn(-c2ccc(Oc3ccccc3)cc2)c(=O)cc1O	97.1	2.4	2.8	101.1	-2.8	6.2	13.3	97.6
COC(=O)c1sc2nc(CSc3nc4ccc(C)cc4[nH]3)[nH]c(=O)c2c1C	100.0	-9.5	-7.0	96.1	14.3	-1.2	-19.6	95.2
COc1ccc(CCCNC(=O)C2CCC(=O)N(CC3CCCCC3)C2)cc1 (stereo unspecified)	100.3	1.3	6.2	97.2	-0.1	7.6	11.7	111.5
O=C(NCCCO)c1cc2ccccc2[nH]1	95.3	5.3	3.7	98.7	3.0	-8.2	-31.8	124.5
Cc1cc(N2CCN(c3cccc(C(F)(F)F)c3)CC2)n2nc(C)nc2n1	103.2	-3.5	5.5	102.9	5.6	-8.2	-3.8	99.2
CC(C)CNC(=S)N1CCC(C(=O)c2ccc3c(c2)OCCO3)CC1	92.3	1.9	6.0	73.9	-2.5	4.3	1.6	106.4
O=S(=O)(Nc1c(F)cccc1F)c1ccc2c(c1)OCCO2	102.7	-2.0	-2.6	96.3	-0.6	-8.9	-19.2	97.2
CCN(CC(=O)Nc1c(F)cccc1F)C(=O)CCC(=O)c1ccc(F)cc1	101.3	10.3	2.0	99.7	-1.0	-1.0	13.2	114.2
OC1(c2cccc(C(F)(F)F)c2)CCN(CCN2CCCCC2)CC1	103.5	3.0	-4.4	102.6	-0.9	-9.8	-9.5	91.8
Cc1nc2sc(C(c3cccc(F)c3)N3CCC(O)CC3)c(O)n2n1 (stereo unspecified)	99.2	-3.0	2.9	105.3	3.4	-7.3	-6.9	94.1
COC(=O)CN1C(=O)C(O)=C(C(C)=O)C1c1ccc([N+](=O)[O-])cc1 (stereo unspecified)	99.1	-9.7	-3.5	101.3	0.7	-8.4	-7.3	97.9
CCCOc1c(Br)cc(C(N)=O)cc1OCC	99.1	-10.3	0.5	102.0	11.1	-10.4	7.2	94.0
O=C(CN1C(=O)NC(Cc2c[nH]c3ccccc23)C1=O)Nc1ccccc1C(F)(F)F (stereo unspecified)	99.6	-5.5	-2.0	96.3	-0.6	x	x	105.4
CC(Sc1nnc(N)s1)C(=O)NCc1ccc2c(c1)OCO2 (stereo unspecified)	104.0	1.5	0.3	110.5	3.1	x	-3.0	103.1
CC(Sc1nnc(COc2ccccc2)n1Cc1ccccc1)C(=O)O (stereo unspecified)	98.3	7.8	3.0	64.0	-0.8	-10.4	9.3	99.2
CC(C)Oc1ccc(C(=O)OCC(=O)N2CCCc3ccccc32)cc1	101.0	2.3	-2.1	109.3	4.2	-4.3	2.5	106.8
Nc1cccn2c(-c3ccc(Cl)cc3)cnc12	94.3	-29.4	-9.4	99.3	70.2*	-4.1	4.1	103.2
O=C(Nc1ccc(S(=O)(=O)N2CCN(Cc3ccccc3)CC2)cc1)c1cnccn1	95.6	3.5	-7.8	109.4	-0.7	-9.3	-2.5	110.7
COc1ccc(C(=O)Nc2ccccc2N2CCN(C(=O)C(C)C)CC2)cc1Cl	92.0	2.4	1.3	92.8	3.9	1.0	-9.3	101.7
Cc1cc(C)cc(NC(=S)NCc2ccncc2)c1	98.2	6.4	1.7	100.3	9.7	7.1	11.3	109.1
COc1ccc(/C=N/NC(=O)c2ccccc2Cl)cc1CSc1nc2ccccc2s1	98.6	-0.4	6.7	99.0	1.8	9.5	13.3	118.1
O=[N+]([O-])c1ccc(N2CCN(S(=O)(=O)c3ccc(Cl)cc3)CC2)cc1NCC1CCCO1 (stereo unspecified)	95.3	4.3	-1.4	104.0	6.8	0.2	-3.7	103.5
O=C(CCCC1=NS(=O)(=O)c2ccccc2N1)OCc1ccc(Cl)cc1	90.9	11.4	4.1	96.5	2.2	-7.3	-20.3	86.2
COc1cccc2c1SCc1ccccc1C2CC(N)=O (stereo unspecified)	104.0	-2.3	6.3	101.9	15.8	5.0	-7.6	100.3
O=C(CS(=O)(=O)c1ccccc1)c1ccc2c(c1)OCCO2	101.2	10.2	3.6	98.0	4.1	-3.5	2.5	90.7
O=C(NCc1ccncc1)C(=O)NCC(c1ccco1)N1CCN(c2ccccc2)CC1 (stereo unspecified)	95.3	3.3	-1.4	105.9	-0.4	-9.2	-0.9	101.0
CC(C)NC(=O)CCc1nc2cccnc2n1-c1ccccc1	104.0	0.7	-0.2	103.5	-2.5	9.1	19.7	102.1
COc1ccc(NS(=O)(=O)c2c(C)cc(C)cc2C)cn1	u	7.3	6.3	u	3.0	-8.7	-10.0	u
Cc1cc(C)cc(OCC(=O)OCC(=O)NCc2cccs2)c1	113.4	-4.9	-5.1	107.4	0.5	-4.0	2.5	109.5

Filtered by structure, the compounds so far with a thiophene ring, fused or not.
Molecule	RPL19A TOR yeast	procasp7 counter	procasp3 activ	MEP2 TOR yeast	AHR activator	EBNA-1 inhibitor	ZTA counter	LAP4-GFP MLPCN
COC(=O)c1sc2nc(CSc3nc4ccc(C)cc4[nH]3)[nH]c(=O)c2c1C	100.0	-9.5	-7.0	96.1	14.3	-1.2	-19.6	95.2
Cc1cc(C)cc(OCC(=O)OCC(=O)NCc2cccs2)c1	113.4	-4.9	-5.1	107.4	0.5	-4.0	2.5	109.5

(continued)
Molecule	RPL19A TOR yeast	procasp7 counter	procasp3 activ	MEP2 TOR yeast	AHR activator	EBNA-1 inhibitor	ZTA counter	LAP4-GFP MLPCN
CN(CC1CCCO1)S(=O)(=O)c1ccc(C(=O)NCc2ccccc2)cc1 (stereo unspecified)	108.0	-10.8	2.3	99.1	0.4	-11.3	-2.1	86.6
CC(C)(C)c1cc(NC(=O)CSc2nncs2)n(-c2ccccc2)n1	104.6	4.5	1.3	96.0	0.8	6.5	27.1	88.3
CCCn1c(N)c(C(=O)CSc2nnc3ccccn23)c(=O)[nH]c1=O	94.5	-6.6	7.9	101.7	0.7	x	x	93.4
COc1ccc2[nH]c(CN3CCC(n4nccc4NC(=O)C4CC4)CC3)c(C)c2c1	97.1[may fluoresce green]	10.4	-6.5	93.2[may fluoresce green]	6.4	-2.8	8.1	91.8[may fluoresce green]
CC(=O)CC(C)(C)NC(C)=S	97.0	3.8	-3.6	92.0	-1.0	-1.8	-4.9	103.5
Cc1ccc(CNC(=O)C2(c3cccs3)CCOCC2)cc1	98.9	4.5	9.0	104.9	2.3	8.3	-19.4	100.9
COc1ccc(/C=N/Nc2nnc(C)n2N)cc1OC	102.0	-7.8	-17.6	108.4	7.0	8.7	21.8	95.7
O=C(NCc1ccccn1)c1ccc(Cl)c(S(=O)(=O)N2CCCCC2)c1	100.1	-4.6	-5.2	100.8	4.4	8.3	5.5	108.5
Cc1cc(Cl)c(S(=O)(=O)NC2CCCC2)cc1OCC(=O)NC1CCCCC1	99.5	11.1	0.6	99.5	0.3	-3.7	-6.5	97.6
CC(NC(=O)Nc1nnc(C(F)(F)F)s1)(C(F)(F)F)C(F)(F)F	95.4	8.8	-7.8	99.9	-3.8	7.7	-0.6	100.5
CCN(CC)c1ccc(/C=C2/C(=O)ON=C2C)cc1	99.3	-7.4	-3.1	98.7	1.6	4.5	15.1	102.1
O=C(Nc1ccc(F)c([N+](=O)[O-])c1)C1CCCO1 (stereo unspecified)	95.5	1.9	1.6	105.3	-0.8	-0.9	-13.9	98.8
COc1ccc(-c2n(Cc3ccccc3)c3ccccc3[n+]2Cc2ccccc2)cc1	102.5	7.0	7.8	92.1	0.8	6.3	17.6	95.4
CNC(=O)C1CC(=O)N(c2ccc(OCC(=O)NCc3ccccc3)cc2)C1 (stereo unspecified)	106.8	-7.1	0.2	107.2	3.7	-20.9	2.4	94.0
CCCS/C(N)=N/N=C/c1ccccc1O	99.4	15.5	-1.0	109.7	4.0	7.7	0.9	111.4
CN(Cc1ccccc1)c1oc(COc2ccccc2F)nc1C#N	97.7	-7.0	-1.8	100.8	1.9	-3.8	-8.3	101.5
COc1cccc(CNC(=O)Cc2csc(Nc3nc(=S)[nH]c4ccccc34)n2)c1	90.3	7.3	-4.8	103.0	25.0	10.7	-16.4	100.0
O=C(O)C1=C[C@H](c2ccc(F)cc2)C[C@H](OCc2ccc(CO)cc2)O1	99.7	-10.3	1.5	103.7	2.9	1.6	-19.9	91.3
CCCCN(C)C(=O)c1ccc2c(c1)N(CC)C(=O)c1ccccc1S2(=O)=O	95.3	-2.7	1.0	102.4	3.7	6.5	-1.4	99.1
Cc1cccc(C(=O)NCC(=O)OC(C)C(=O)Nc2ccc(Cl)cn2)c1 (stereo unspecified)	98.5	3.3	0.1	103.4	2.0	-3.6	-20.1	113.5
Cc1ccc(NC(=O)Cn2ncc3c([nH]c4ccccc43)c2=O)cc1Cl	97.0	5.1	10.4	90.6	5.6	-12.2	0.5	93.1
CCc1nc2ccc(C(=O)N3CCN(c4cc(C)ccc4C)CC3)cc2nc1CC	95.3	3.1	-2.1	102.0	3.1	0.7	-11.3	94.9
O=C(NCc1ccco1)C1CC(O)CN1C(=O)Nc1ccccc1 (stereo unspecified)	100.8	-8.7	2.4	96.3	-1.0	-4.0	-20.2	92.5
CCOc1ccc(CC(=O)NNC(=O)/C=C/C(=O)O)cc1	100.8	8.5	3.0	105.8	1.0	1.2	-2.8	112.2
CC(C)(C)OC(=O)N1CCC[C@H]1c1nnc(SCc2ccccc2)o1	96.2	-0.5	2.9	103.6	-1.0	-4.3	2.1	105.1
N#CCC(=O)N/N=C/c1coc2ccccc2c1=O	97.5	7.9	-3.6	100.2	3.7	-2.6	-6.0	104.3
Cc1nnc(SCC(=O)NNC(=O)c2ccco2)n1-c1ccccc1	100.8	11.5	5.2	102.3	0.9	2.9	0.8	102.6
